Source: PubChem BioAssay (several laboratories)
Efflux pump mplx: antifungal efflux pump inhibition, Nile Red retention; S. cerevisiae Candida pump triplex; inhibition, % at 10 µM; actives 0.44% (n = 330,000); AID 485275;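 active = plate passing quality check with inhibition over a set limit, or well fluorescence over plate mean plus 4 SD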;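 also: Nile Red retained in pooled yeast measured as flow cytometry median fluorescence; 0% = buffer negative control and 100% = Enniatin B positive control; higher means more Nile Red kept so more efflux inhibition; some compounds called inactive have numbers as strong as hits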
MCL1 BIM primary: inhibitors of human MCL1 binding to BIM-BH3 peptide | Q07820 | GST-MCL1 / FITC-Bim-BH3 fluorescence polarization | actives 0.68% (n = 320,000) | inhibition, % at 10.9 µM;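 active = inhibition above the mean inhibition of all tested compounds plus 3 SD, set per campaign, cut at about 40% in these data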;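 also: 0% = DMSO wells and 100% = unlabeled Bim-BH3 peptide control; higher means more loss of mP so more displacement of Bim peptide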
Target sequence (Q07820 whole entry, looked up): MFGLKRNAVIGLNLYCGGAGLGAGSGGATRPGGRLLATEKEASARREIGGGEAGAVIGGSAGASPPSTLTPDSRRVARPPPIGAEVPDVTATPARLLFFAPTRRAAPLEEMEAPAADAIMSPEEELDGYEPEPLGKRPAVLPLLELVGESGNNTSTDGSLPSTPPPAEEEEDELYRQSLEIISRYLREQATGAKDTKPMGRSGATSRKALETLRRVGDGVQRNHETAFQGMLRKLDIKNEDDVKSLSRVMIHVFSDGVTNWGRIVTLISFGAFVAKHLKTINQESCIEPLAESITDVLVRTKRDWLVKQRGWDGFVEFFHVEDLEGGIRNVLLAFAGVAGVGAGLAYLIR
GLD-1 RNA inh: GLD-1-TGE RNA interaction inhibition (C. elegans); Q17339; purified GLD-1 + fluorescein TGE RNA, fluorescence polarization; inhibition, % at 5.96 µM; actives 0.44% (n = 320,000); AID 2280;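 active = percent inhibition above a per-plate cutoff, the plate mean of test compounds plus 3 SD, cut at about 30% in these data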;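 also: 0% = DMSO wells with GLD-1 and probe and 100% = wells lacking GLD-1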
GRK2 inh: blocks RNA aptamer binding to human GRK2; P25098; bead flow cytometry, FAM-aptamer displacement from GRK2; inhibition of aptamer binding, % at 10 µM; actives 0.59% (n = 330,000); AID 488847;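 active = inhibition of aptamer binding above 40%, roughly 3 SD of noise, on plates passing a quality check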;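 also: median bead fluorescence of bound FAM aptamer so fluorescent compounds give negative values; no value below 0 was filed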
BCLXL inh: blocks human Bcl-xL binding to Bim BH3 peptide; Q07817; GST-Bcl-xL / FITC-Bim BH3 peptide fluorescence polarization; inhibition, % at 10.9 µM; actives 0.7% (n = 320,000);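 active = inhibition above the mean of all tested compounds plus 3 SD, cutoff set per campaign, cut at about 30% in these data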;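 also: 0% = DMSO wells and 100% = unlabeled Bim-BH3 peptide competitor; inhibitors lower millipolarization by displacing the labeled peptide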
Target sequence (Q07817 whole entry, looked up): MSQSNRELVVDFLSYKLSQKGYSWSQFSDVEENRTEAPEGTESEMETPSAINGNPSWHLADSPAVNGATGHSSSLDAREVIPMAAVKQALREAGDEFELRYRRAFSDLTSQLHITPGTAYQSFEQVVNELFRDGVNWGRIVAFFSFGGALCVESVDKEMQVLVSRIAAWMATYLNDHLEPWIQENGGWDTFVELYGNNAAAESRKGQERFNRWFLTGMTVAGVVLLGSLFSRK
MEX-5 binding: C. elegans MEX-5 TCR-2 RNA binding activity; activity score (negative = inhibition of binding), % at 10 µM; MEX-5/FITC-TCR2 RNA binding, fluorescence polarization; stronger effect = lower value; AID 1832; actives 0.38% (n = 300,000); Q9XUB2;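 active = inhibition past about -25% in most replicates, and total fluorescence under double the plate's negative control median, limit read from the data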;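 also: 0% = DMSO and -100% = 5 µM competing unlabeled TCR2 RNA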
Target sequence (Q9XUB2 whole entry, looked up): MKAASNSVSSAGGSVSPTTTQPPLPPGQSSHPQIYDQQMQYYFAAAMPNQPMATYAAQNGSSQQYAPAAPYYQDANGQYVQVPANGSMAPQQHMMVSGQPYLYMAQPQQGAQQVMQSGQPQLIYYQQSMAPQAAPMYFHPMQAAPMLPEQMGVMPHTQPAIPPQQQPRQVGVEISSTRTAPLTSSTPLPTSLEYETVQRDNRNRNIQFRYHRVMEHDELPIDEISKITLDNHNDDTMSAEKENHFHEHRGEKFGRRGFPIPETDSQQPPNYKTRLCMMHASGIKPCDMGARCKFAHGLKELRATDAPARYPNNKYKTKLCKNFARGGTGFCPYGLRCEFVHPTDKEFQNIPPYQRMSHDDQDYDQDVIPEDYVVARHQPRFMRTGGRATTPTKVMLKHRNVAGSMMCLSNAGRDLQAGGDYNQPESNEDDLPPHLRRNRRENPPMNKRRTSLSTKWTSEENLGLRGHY
PME-1 primary: PME-1 (human) inhibition; inhibition, % at 5.9 µM; Q9Y570; actives 0.53% (n = 320,000); recombinant PME-1, FP-Rh probe fluorescence polarization;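 active = inhibition above the campaign mean of all compounds plus 3 SD, cut at about 26% in these data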;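 also: competitive labeling of PME-1 active site by serine hydrolase directed probe; 0% = PME-1 with DMSO and 100% = wells lacking PME-1 enzyme; inhibitors block probe labeling so polarization falls and inhibition rises; many of its hits are not listed in these tables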
Fam108B inh: Fam108B inhibition, counter-screen for RBBP9 inhibitors. recombinant Fam108B, FP-Rh probe fluorescence polarization. inhibition, % at 9.51 µM. actives 0.33% (n = 300,000);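 active = inhibition above the screen mean inhibition plus 3 SD, computed separately per campaign, cut at about 18% in these data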;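 also: inhibitors lower polarization as less probe binds the enzyme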
VLA-4 inh: inhibition in a human VLA-4 binding assay; P13612; VLA-4 expressing cells, ligand binding flow cytometry; inhibition, % (about 7 µM as worked out from the volumes in the protocol); actives 0.2% (n = 330,000); AID 2557; in the data active = inhibition above about 50%
* marks the source's active call; other numbers are inactive results. The list is partial (hit frequency here may not be typical).

COc1cccc(CN(C(=O)c2cccs2)C2CCS(=O)(=O)C2)c1 (stereo not given) was read as Efflux pump mplx -0.1, MCL1 BIM primary 0, GLD-1 RNA inh 5, GRK2 inh 5, BCLXL inh 3, MEX-5 binding 1.1, PME-1 primary 0, Fam108B inh 0 and VLA-4 inh 7.
Screening O=C1CCC(=O)N1c1ccc(S(=O)(=O)Nc2cccc(Br)c2)cc1 returned Efflux pump mplx 0.0, MCL1 BIM primary -2, GLD-1 RNA inh -2, GRK2 inh 0, BCLXL inh 1, MEX-5 binding -0.2, PME-1 primary 0, Fam108B inh 4 and VLA-4 inh 2.
O=C(/C=C/c1ccco1)NC1=NCCS1 was read as Efflux pump mplx 0.0, MCL1 BIM primary -4, GLD-1 RNA inh 0, GRK2 inh 0, BCLXL inh 5, MEX-5 binding 2.6, PME-1 primary -4, Fam108B inh -2 and VLA-4 inh 8.
Screening COc1ccc(N(CC(=O)N2CCOCC2)S(=O)(=O)c2ccccc2)cc1Cl returned Efflux pump mplx -0.1, MCL1 BIM primary -3, GLD-1 RNA inh 4, GRK2 inh 0, BCLXL inh -4, MEX-5 binding 2.3, PME-1 primary 5, Fam108B inh -1 and VLA-4 inh 7.
`O=C(Cn1c(NCCO)nc2ccccc21)c1ccc([N+](=O)[O-])cc1` gave Efflux pump mplx -0.1, MCL1 BIM primary -1, GLD-1 RNA inh -1, GRK2 inh 0, BCLXL inh 1, MEX-5 binding -0.5, PME-1 primary 0, Fam108B inh 0 and VLA-4 inh -4.
For COc1ccc([C@H]2CC(=O)C=C(c3cccc(Br)c3)C2)cc1OC the results were Efflux pump mplx -0.1, GLD-1 RNA inh -2, GRK2 inh 0 and VLA-4 inh 7.
Screening CCOC(=O)C1CCN(S(=O)(=O)c2ccc(NC(=O)OC)cc2)CC1 returned Efflux pump mplx -0.1, MCL1 BIM primary 1, GLD-1 RNA inh 7, GRK2 inh 0, BCLXL inh -3, MEX-5 binding -2.7, PME-1 primary -8, Fam108B inh 1 and VLA-4 inh -5.
Screening O=C(CCC(=O)N1CCN(C(=O)c2ccco2)CC1)c1ccc(F)cc1 returned Efflux pump mplx 0.1, MCL1 BIM primary 4, GLD-1 RNA inh 0, GRK2 inh 2, BCLXL inh 9, MEX-5 binding -1.0, PME-1 primary 6, Fam108B inh 3 and VLA-4 inh 8.
For CCCCNc1c([N+](=O)[O-])cc(C(=O)O)cc1[N+](=O)[O-] the results were Efflux pump mplx 1.7, MCL1 BIM primary 3, GLD-1 RNA inh -7, GRK2 inh 0, BCLXL inh 5, MEX-5 binding -12, PME-1 primary 0, Fam108B inh 0 and VLA-4 inh 1.
Screening O=C(O)[C@H](Cc1ccccc1)NC(=O)N1CCOCC1 returned Efflux pump mplx 0.1, MCL1 BIM primary -6, GLD-1 RNA inh 3, GRK2 inh 0, BCLXL inh -3, MEX-5 binding 1.3, PME-1 primary 1, Fam108B inh 4 and VLA-4 inh 2.
Screening Nc1cc(=O)[nH]c(=O)n1CCCc1ccccc1 returned Efflux pump mplx 0.0, MCL1 BIM primary -13, GLD-1 RNA inh 10, GRK2 inh 3, BCLXL inh 0, MEX-5 binding 0.4, PME-1 primary 2, Fam108B inh -2 and VLA-4 inh 5.
`COc1ccc(NC(=O)c2cc(S(=O)(=O)N3CCCCC3)c[nH]2)cc1` gave Efflux pump mplx -0.1, MCL1 BIM primary 7, GLD-1 RNA inh 4, GRK2 inh 0, BCLXL inh 7, MEX-5 binding -3.2, PME-1 primary -5, Fam108B inh 2 and VLA-4 inh 16.

Structural class, the compounds so far containing an aryl methoxy group (4)
COc1cccc(CN(C(=O)c2cccs2)C2CCS(=O)(=O)C2)c1 (stereo not given) was read as Efflux pump mplx -0.1, MCL1 BIM primary 0, GLD-1 RNA inh 5, GRK2 inh 5, BCLXL inh 3, MEX-5 binding 1.1, PME-1 primary 0, Fam108B inh 0 and VLA-4 inh 7.
Screening COc1ccc(N(CC(=O)N2CCOCC2)S(=O)(=O)c2ccccc2)cc1Cl returned Efflux pump mplx -0.1, MCL1 BIM primary -3, GLD-1 RNA inh 4, GRK2 inh 0, BCLXL inh -4, MEX-5 binding 2.3, PME-1 primary 5, Fam108B inh -1 and VLA-4 inh 7.
For COc1ccc([C@H]2CC(=O)C=C(c3cccc(Br)c3)C2)cc1OC the results were Efflux pump mplx -0.1, GLD-1 RNA inh -2, GRK2 inh 0 and VLA-4 inh 7.
`COc1ccc(NC(=O)c2cc(S(=O)(=O)N3CCCCC3)c[nH]2)cc1` gave Efflux pump mplx -0.1, MCL1 BIM primary 7, GLD-1 RNA inh 4, GRK2 inh 0, BCLXL inh 7, MEX-5 binding -3.2, PME-1 primary -5, Fam108B inh 2 and VLA-4 inh 16.

The list continues:
For CCN(CC)CC(=O)Nc1scc2c1c(=O)oc1ccccc12 the results were Efflux pump mplx -0.2, MCL1 BIM primary 5, GLD-1 RNA inh 3, GRK2 inh 1, BCLXL inh 4, MEX-5 binding 2.1, PME-1 primary 5, Fam108B inh -3 and VLA-4 inh 15.
For Cc1ccccc1NC(=O)C1CCCN(C(=O)NCc2ccccc2)C1 (stereo not given) the results were Efflux pump mplx 0.0, MCL1 BIM primary 1, GLD-1 RNA inh -1, GRK2 inh 0, BCLXL inh -5, MEX-5 binding -0.3, PME-1 primary -7, Fam108B inh 0 and VLA-4 inh 10.
Screening COc1ccc(C(CCN2CCCC2)c2c(OC)cc(OC)c3c(-c4ccccc4)cc(=O)oc23)cc1 (stereo not given) returned Efflux pump mplx 0.0, MCL1 BIM primary 6, GLD-1 RNA inh 5, GRK2 inh 3, BCLXL inh 2, MEX-5 binding 0.3, PME-1 primary -2, Fam108B inh 5 and VLA-4 inh 29.
For Cc1nn(C)c(Cl)c1C(=O)NC(C(=O)O)c1ccccc1 (stereo not given) the results were Efflux pump mplx -0.1, MCL1 BIM primary -2, GLD-1 RNA inh -6, GRK2 inh 1, BCLXL inh 0, MEX-5 binding 0.8, PME-1 primary 5, Fam108B inh 2 and VLA-4 inh -6.
Screening C=C(C)CSc1nnc([C@@H]2CCCN2)o1 returned Efflux pump mplx 0.2, MCL1 BIM primary 1, GLD-1 RNA inh -2, GRK2 inh 0, BCLXL inh 1, MEX-5 binding 3.0, PME-1 primary -7, Fam108B inh 0 and VLA-4 inh -12.
Screening COc1ccc(CCNC(=O)Cn2c(=O)n(-c3ccc(C)c(F)c3)c(=O)c3sccc32)cc1OC returned Efflux pump mplx -0.2, MCL1 BIM primary 3, GLD-1 RNA inh 3, GRK2 inh 0, BCLXL inh 2, MEX-5 binding -1.4, PME-1 primary 3, Fam108B inh 3 and VLA-4 inh 3.
`C=CCC[C@@H](Cc1ccc(F)cc1)C(=O)OCCNC(=O)[C@@H](CC=C)CC(=O)N[C@@H](CO)Cc1ccccc1` gave Efflux pump mplx 0.1, GLD-1 RNA inh -1, GRK2 inh 0 and VLA-4 inh -6.
Screening Cc1cc2nn(-c3ccc(F)cc3)nc2cc1N returned Efflux pump mplx 0.0, MCL1 BIM primary 3, GLD-1 RNA inh 1, GRK2 inh 1, BCLXL inh 3, MEX-5 binding -1.2, PME-1 primary 2, Fam108B inh 3 and VLA-4 inh 12.
Screening CC(C)=CCN1CCN(Cc2cccc3c2OCO3)CC1CCO (stereo not given) returned Efflux pump mplx 0.0, MCL1 BIM primary 1, GLD-1 RNA inh 9, GRK2 inh 0, BCLXL inh 2, MEX-5 binding -1.9, PME-1 primary 1, Fam108B inh 1 and VLA-4 inh -2.
`CCOC(=O)Cc1nnc(NC(=O)C(CC)Sc2nncn2C)s1` (stereo not given) gave Efflux pump mplx -0.2, MCL1 BIM primary 4, GLD-1 RNA inh 4, GRK2 inh 0, BCLXL inh 5, MEX-5 binding 0.5, PME-1 primary 0, Fam108B inh 3 and VLA-4 inh 9.
For CCOc1ccc(S(=O)(=O)Nc2ccc(C(=O)NCC(c3ccccc3)N(C)C)cc2)cc1 (stereo not given) the results were Efflux pump mplx -0.1, MCL1 BIM primary 3, GLD-1 RNA inh 2, GRK2 inh 0, BCLXL inh -2, MEX-5 binding 0.4, PME-1 primary 2, Fam108B inh 0 and VLA-4 inh 15.
COc1ccc(/C=N/NC(=O)Nc2cccc3nsnc23)cc1 was read as Efflux pump mplx -0.1, MCL1 BIM primary -8, GLD-1 RNA inh -11, GRK2 inh 0, BCLXL inh -2, MEX-5 binding -3.6, PME-1 primary -4, Fam108B inh 1 and VLA-4 inh 20.
`COc1cccc(C(=O)Nc2nc(SCc3ccc(Cl)cc3)n[nH]2)c1` gave Efflux pump mplx 0.2, MCL1 BIM primary 4, GLD-1 RNA inh 2, GRK2 inh 0, BCLXL inh 5, MEX-5 binding 1.0, PME-1 primary -5, Fam108B inh 3 and VLA-4 inh -4.
`O=C1CC(C(=O)NC2CCCCC2)C2(CCCCC2)O1` (stereo not given) gave Efflux pump mplx -0.1, MCL1 BIM primary -2, GLD-1 RNA inh 0, GRK2 inh 7, BCLXL inh 0, MEX-5 binding -0.9, PME-1 primary 4, Fam108B inh 3 and VLA-4 inh -5.
O=C(NCc1cccnc1)/C(=C/c1ccc(-c2ccc(Cl)cc2)o1)S(=O)(=O)c1ccccc1 was read as Efflux pump mplx 0.0, MCL1 BIM primary 6, GLD-1 RNA inh 3, GRK2 inh 1, BCLXL inh 1, MEX-5 binding -4.4, PME-1 primary -23, Fam108B inh -20 and VLA-4 inh 13.
`O=C(Nc1cnn(Cc2ccc(Cl)cc2Cl)c1)c1cc(-c2cccs2)on1` gave Efflux pump mplx 0.0, MCL1 BIM primary -10, GLD-1 RNA inh 11, GRK2 inh 1, BCLXL inh 3, MEX-5 binding -0.3, PME-1 primary -6, Fam108B inh -4 and VLA-4 inh -1.
NC(=O)c1ccc(CSc2nc3ccccc3s2)cc1 was read as Efflux pump mplx 0.3, MCL1 BIM primary -3, GLD-1 RNA inh 0, GRK2 inh 0, BCLXL inh 1, MEX-5 binding 3.3, PME-1 primary 5, Fam108B inh 0 and VLA-4 inh -1.
Cc1cc(=O)oc2cc(NC(=O)c3cccc(S(C)(=O)=O)c3)ccc12 was read as Efflux pump mplx -0.2, MCL1 BIM primary -44, GLD-1 RNA inh 0, GRK2 inh 2, BCLXL inh -19, MEX-5 binding -4.6, PME-1 primary -8, Fam108B inh -3 and VLA-4 inh -8.
Screening CCOC(=O)C1CCCN(S(=O)(=O)c2cc(OCC(=O)NC3CCCCC3)c(C)cc2Cl)C1 (stereo not given) returned Efflux pump mplx -0.1, MCL1 BIM primary 3, GLD-1 RNA inh -3, GRK2 inh 0, BCLXL inh 3, MEX-5 binding -0.3, PME-1 primary -4, Fam108B inh -5 and VLA-4 inh -13.
For O=C(NC(=S)NCCN1CCOCC1)c1cccc(Cl)c1 the results were Efflux pump mplx 0.0, MCL1 BIM primary 2, GLD-1 RNA inh 6, GRK2 inh 0, BCLXL inh 5, MEX-5 binding -2.2, PME-1 primary 0, Fam108B inh 3 and VLA-4 inh 24.
